C2C12 statin – suppression of simvastatin myotoxicity; C2C12 myotubes + simvastatin, ATP luminescence, 48 h; scaled: DMSO 0, geranylgeraniol control 100; actives 0.78% (n = 330,000); rescue of ATP level, % at 7.49 µM;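 active = mean ATP rescue above about 67%, or every replicate alone reaching that limit, limit read from the data, passing the limit was not always enough; inconclusive = no clear call, values can overlap the other calls; inactive = mean under the limit and some replicate under it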;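 note: myotubes were challenged with 10 µM simvastatin during compound exposure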
PglD DTNB – blocks C. jejuni PglD acetyltransferase activity; AID 602405; inhibition, % at 12.5 µM; actives 0.098% (n = 360,000); purified PglD enzyme, DTNB colorimetric CoA detection; in the data active = inhibition above about 16%, passing the limit was not always enough; inconclusive = no clear call, values can overlap the other calls; note: strong numbers were not always called active
PGC1a acetyl inh – lowers PGC1a acetylation signal in U2OS cells. AID 651687. AlphaScreen anti-acetyl-lysine; with virally co-expressed GCN5 acetyltransferase. actives 0.17% (n = 350,000). inhibition, % at 15.6 µM;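 active = every replicate shows inhibition of at least 40%; inconclusive = mean inhibition at least 40% but some replicate below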;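 note: 0% = neutral control wells and 100% = positive control wells; some results beyond the cut were filed as inactive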
ARNT-TACC3 inh – disruptors of human ARNT/TACC3 interaction; Q9Y6A5; AlphaScreen His-ARNT PAS-B/GST-TACC3 binding, luminescence; TACC3 fragment carries E629A point mutation; inhibition, % at 9.99 µM; actives 0.66% (n = 390,000);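 active = mean inhibition of replicates at least 50% and at least half of replicates each reaching 50%; inconclusive = half or more replicates reach 50% but mean below 50%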;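 note: 0% = complete ARNT plus TACC3 wells and 100% = ARNT alone without TACC3; many hits fall short of the cut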
PAX8 inh HTS – PAX8 transcriptional activity inhibition | RMG-I TPO-luciferase reporter, SteadyGlo, 24 h | inhibition, % at 12.6 µM | actives 1.2% (n = 360,000) | AID 652154;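 active = mean replicate inhibition at least 60% with every replicate also reaching 60%; inconclusive = only one of the two criteria is met; inactive = mean below 60% and not all replicates reaching 60%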;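 note: luciferase light reporting Pax8 driven TPO promoter activity; plate controls were median of neutral control wells for no effect and mitoxantrone controls for full effect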
INS-1E GSIS act – GLuc luminescence reporter in INS-1E cells, primary screen for activators of glucose-dependent secretion of insulin; actives 0.61% (n = 370,000); activation, % at 16.6 µM; INS-1E GLuc reporter insulin secretion, 2-3 h;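 active = lowest replicate activation of at least 40%, so every replicate reaches that level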;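 note: 0% = median of neutral control wells and 100% = median of IBMX positive control wells; some compounds called inactive have numbers as strong as hits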
Cneo AK release – causes C. neoformans cell lysis; adenylate kinase release luminescence, 4 h; normalised: neutral wells 0, clomiphene wells 100; lysis activity, % at 15 µM; actives 0.2% (n = 360,000); AID 651654;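 active = mean lysis activity across replicates of at least 80%, whatever share of replicates individually reach that level; inactive = mean lysis activity below 80%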
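Schedule: static 4 h at 37 °C with compound, 1 h detection; system: C. neoformans cells; benchmarks: Clomiphene as positive control; buffer or medium: fresh YPD medium; measure: luminescence rise reflecting yeast cell lysis; measured by: luminescent adenylate kinase detection reagent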
LGR2 antag – blocks bursicon-induced cAMP signaling via Drosophila LGR2. inhibition, % at 9.99 µM. actives 0.35% (n = 380,000). HEK293 LGR2, CRE-luciferase, bursicon-stimulated, 4 h;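 active = drop in luminescence signal, shown as inhibition above about 50% in the replicate tests, limit read from the data, passing the limit was not always enough; inconclusive = probably only some replicates passing the limit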;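 note: agonist challenge used bursicon conditioned medium at about half maximal strength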
* hit, by the source's call; ? = inconclusive; . = no result given; & = joins results of further samples.

SMILES | C2C12 statin | PglD DTNB | PGC1a acetyl inh | ARNT-TACC3 inh | PAX8 inh HTS | INS-1E GSIS act | Cneo AK release | LGR2 antag
COc1ccc(C#Cc2cnc3c(c2)C(=O)N([C@H](C)CO)C[C@@H](C)[C@@H](CN(C)C(=O)CN(C)C)O3)cc1 | -1 | 1 | 3 | 1 | . | -2 | -5 | -3
CC(C)(O[C@@H]1O[C@H](CO)[C@@H](O)[C@H](O)[C@H]1O)[C@H]1Cc2cc3ccc(=O)oc3cc2O1 | 10 | 2 | . | -6 | -7 | -1 | -2 | -1
Cc1nn(C)c(C(=O)Nc2c(C)nn(Cc3c(F)c(F)c(F)c(F)c3F)c2C)c1Br | 1 | -1 | . | -1 | 6 | -2 | 0 | -6
Cc1cc(NC(=O)CSCC(=O)N(C)Cc2ccc(F)cc2)no1 | -32 | -1 | . | -3 | 2 | -1 | 5 | 1
CCN1C(=O)C2(C(C#N)=C(N)Oc3n[nH]c(-c4ccc(Cl)cc4)c32)c2ccccc21 (configuration not stated) | . | -6 | -1 | -13 | 11 | . | -1 | .
CCOC(=O)C1CCN(c2c(NCc3ccc(C(=O)NC(C)CC)cc3)c(=O)c2=O)CC1 (configuration not stated) | -1 | 1 | 10 | 6 | . | . | 0 | .
Cc1cc(NC(=O)CCC(=O)N(Cc2ccco2)C(C(=O)NC2CCCC2)c2ccc(F)cc2)no1 (configuration not stated) | 3 | -1 | -6 | -7 | 3 | -3 | 1 | -12
N#Cc1ccccc1OCC(=O)N(Cc1nnc(-c2ccccc2Cl)o1)C1CC1 | . | . | -1 | -2 | 17 | 6 | . | -2
COc1ccc(CNC(=O)c2ccccc2SCC(=O)NCc2ccco2)cc1 | -1 | 2 | 4 | 5 | 3 | 1 | -1 | -4
Cc1ccc(C2CC(=O)NC(SCC(=O)OCc3ccccc3)=C2C#N)o1 (configuration not stated) | 7 | 2 | -9 | 4 | . | -16 | -1 | -1
CN(NC(=O)Nc1ccc(Cl)cc1)c1ncc(C(F)(F)F)cc1Cl | -11 | -4 | 7 | -6 | . | . | 2 | .
CN(C)C(=O)c1cccc(-c2ccc([C@@H]3[C@@H](CO)N4CCCCN(CC5CCOCC5)C[C@H]34)cc2)c1 | -11 | -1 | 11 | 0 | -16 | 2 | 56 | -7
O=C(/C=C/c1ccc(F)cc1)NC(=S)Nc1ccccc1 | 0 | 2 | 6 | -33 | -23 | 14 | 6 | 4
C[C@H](CO)N1C[C@H](C)[C@H](CN(C)Cc2ccc(Cl)c(Cl)c2)Oc2ccc(NC(=O)NC3CCCCC3)cc2CC1=O | -51 | 2 | -12 | -19 | 11 | -15 | -1 | 18
COc1cc(/C=C/C(=O)OCC(=O)N2CC(C)OC(C)C2)ccc1OCC#N (configuration not stated) | -20 | -4 | -1 | . | 0 | . | -1 | -32
Cc1cccc(N2CCN(C(=O)c3ccc4c(c3)NC(=O)C(CSCc3cccc(F)c3)N4)CC2C)c1 (configuration not stated) | 15 | 2 | -7 | 0 | -4 | 32 | -2 | 9
COc1ccccc1/C=C/C=N/n1c(-c2cc(C)[nH]n2)n[nH]c1=S | 4 | 2 | 22 | -1 | -13 | 0 | -4 | -6
CC/C(=N\NC(N)=O)c1ccc(OC)c(OC)c1 | . | -1 | -2 | . | -6 | . | 1 | .
COc1ccc(CCNC(=O)c2ccccc2NC(=O)C2=C(C)OCCS2)c(OC)c1 | -1 | -3 | 6 | 1 | 9 | 1 | 3 | 4
CC(C)NC(=O)Nc1ccc2c(c1)CC(=O)N([C@@H](C)CO)C[C@H](C)[C@@H](CN(C)C(=O)Nc1ccccc1)O2 | 13 | -4 | 2 | 2 | 2 | -1 | -4 | 4
COc1ccc(S(=O)(=O)Nc2ccccc2OC)cc1NC(=O)CC1CC2CCC1C2 (configuration not stated) | . | -1 | . | 1 | 12 | -38 | 2 | -3
Cc1noc(C)c1S(=O)(=O)N1CCC(C(=O)NC2CCCc3ccccc32)CC1 (configuration not stated) | -9 | 3 | -1 | . | . | . | 1 | .
CC(Oc1ccc(Cl)cc1Cl)C(=O)Nc1ccc(N2CCN(C)CC2)cc1 (configuration not stated) | 3 | 4 | -14 | 0 | 3 | 14 | -8 | .
O=C(C(=O)N1CCN(Cc2ccc3c(c2)OCO3)CC1)c1c[nH]c2ccccc12 | 2 | 0 | 3 | 12 | 22 | -2 | 0 | 12
COc1cccc(C#Cc2ccc([C@@H]3[C@H]4CN(C(=O)c5ccccc5)CC(=O)N4[C@H]3CO)cc2)c1 | . | . | -15 | . | 37 | -33 | . | 5
CCN1c2ccccc2S(=O)(=O)c2ccccc21 | -8 | 3 | 8 | -6 | -4 | 11 | -1 | -1
CC(=O)Oc1ccc2ccc(=O)oc2c1 | -10 | 12 | 5 | . | . | 6 | -2 | 6
O=C(C[n+]1ccccc1)c1ccc(NC(=O)c2ccccc2)cc1 | . | 6 | 0 | -6 | -4 | 11 | 2 | .
COc1ccccc1N1CCN(C(=O)COc2ccc(S(=O)(=O)NC(C)C)cc2)CC1 | 3 | -8 | 0 | -1 | -2 | -1 | -1 | 31
CN(C(=O)c1ccccc1NC(=O)C(F)(F)F)c1ccccc1 | 3 | -3 | -17 | -4 | . | 8 | 1 | -3
Cc1ccc(C)c(S(=O)(=O)N(C(=O)c2ccncc2)c2ccc(OC(=O)c3ccncc3)cc2)c1 | . | . | 44* | -4 | 6 | . | . | 96*
Cc1cccc(C)c1NC(=O)C(c1cccc([N+](=O)[O-])c1)N(C)C(=O)c1ccccn1 (configuration not stated) | -2 | 3 | 8 | -2 | 14 | -2 | 0 | -5
COc1ccc(CN(C)C[C@@H]2Oc3c(NS(=O)(=O)c4c(C)noc4C)cccc3C(=O)N([C@@H](C)CO)C[C@@H]2C)cc1 | 11 | -1 | -4 | -8 | . | 0 | -1 | -4
CCCCCCC1CC(CC(=O)Nc2ccc([N+](=O)[O-])cc2)C(=O)O1 (configuration not stated) | . | -5 | 8 | -4 | 27 | -16 | 3 | -10
C[C@H]1CCCCO[C@@H](CN(C)Cc2ccc(C(F)(F)F)cc2)[C@@H](C)CN([C@@H](C)CO)C(=O)c2cc(NC(=O)c3ccncc3)ccc2O1 | -6 | 1 | . | 6 | 46 | -15 | -4 | 5
Cc1ccc(NC(=O)N2CCC(C(=O)NCc3ccccc3)CC2)cc1 | 4 | -1 | -4 | -1 | . | . | -2 | .
CCCn1c2ccccc2c2nnc(SC(CC)C(=O)Nc3cc(C)on3)nc21 (configuration not stated) | 4 | 2 | -6 | -5 | . | . | 1 | .
CCSC1=C(C#N)C(c2cccc(Br)c2)CC(=O)N1 (configuration not stated) | 10 | -4 | -3 | -3 | . | -26 | 1 | 11
COc1ccccc1S(=O)(=O)N[C@H]1CC[C@H](CCNC(=O)C2CC2)O[C@H]1CO | 6 | -2 | -2 | -15 | -6 | 18 | -6 | -13
C[C@H]1CCCCO[C@H](CN(C)S(=O)(=O)c2cn(C)cn2)[C@@H](C)CN([C@@H](C)CO)C(=O)c2cc(NS(=O)(=O)c3ccc(F)cc3)ccc2O1 | 3 | -3 | . | 5 | -12 | -5 | -2 | -3
COc1ccccc1NC(=S)N(Cc1ccco1)Cc1cc2cccc(C)c2[nH]c1=O | . | -3 | -3 | -6 | 10 | -29 | 3 | -17
COC(=O)c1cn(NC(=O)Cc2ccccc2Br)c(=O)c2ccccc12 | . | . | 0 | 0 | -4 | 2 | . | -6
O=S(=O)(c1ccccc1)N1CCC(Oc2ccc(-n3cnnn3)cc2)CC1 | -13 | -8 | . | -6 | 13 | 8 | 8 | -5
C[C@H](CO)N1C[C@H](C)[C@@H](CN(C)Cc2cccnc2)Oc2cc(-c3cccnc3)ccc2S1(=O)=O | -8&-57&-10 | 0&-2 | 14&17&1 | 1 | -22&-15 | -10 | -1&1 | -10&1
COc1ccc(NC(=O)CSc2nc(N)c3cc4c(nc3n2)CCCC4)cc1 | . | -4 | . | 2 | -94 | 6 | -5 | -48

Reformatted with values under each structure: part of the list above
Values run as follows: C2C12 statin, PglD DTNB, PGC1a acetyl inh, ARNT-TACC3 inh, PAX8 inh HTS, INS-1E GSIS act, Cneo AK release, LGR2 antag
- Cc1cccc(C)c1NC(=O)C(c1cccc([N+](=O)[O-])c1)N(C)C(=O)c1ccccn1 (configuration not stated)
    -2, 3, 8, -2, 14, -2, 0, -5
- COc1ccccc1S(=O)(=O)N[C@H]1CC[C@H](CCNC(=O)C2CC2)O[C@H]1CO
    6, -2, -2, -15, -6, 18, -6, -13

New compounds follow:
SMILES | C2C12 statin | PglD DTNB | PGC1a acetyl inh | ARNT-TACC3 inh | PAX8 inh HTS | INS-1E GSIS act | Cneo AK release | LGR2 antag
CCOc1ccc2oc(C(=O)NNC(=O)c3ccccc3O)c(C)c2c1 | -25 | -6 | 4 | -1 | 25 | -5 | -1 | 7
CC(=O)Nc1ccc(S(=O)(=O)N(Cc2ccco2)CC2CCCO2)cc1 (configuration not stated) | . | . | 7 | 1 | . | -3 | . | -2
COc1ccc(Cn2ccnc2SCC(=O)Nc2cccc(NC(C)=O)c2)cc1 | . | . | 3 | 3 | 9 | -4 | . | 0
CCOC(=O)C1(CCCc2ccccc2)CCN(C(=O)CCn2cnnn2)CC1 | 1 | -5 | -12 | -3 | -12 | -6 | -3 | -15
NC(=O)C1Cc2ccccc2CN1S(=O)(=O)c1ccc(Cl)s1 (configuration not stated) | 17 | -3 | . | -3 | -14 | 39 | 9 | 15
O=C(C[C@H]1C=C[C@@H](NC(=O)CCN2CCCCC2)[C@H](CO)O1)Nc1nccs1 | -6 | 1 | -6 | 26 | 2 | 10 | -2 | 7
CC(C)NC(=O)N1[C@H](C#N)[C@H](c2ccc(C#CC3CCCC3)cc2)[C@H]1CO | -16 | 6 | -5 | -24 | -39 | 5 | 8 | 34
COc1ccc(C(CC(=O)O)NC(=O)COc2ccc(C)cc2)cc1OC (configuration not stated) | -4 | 0 | -6 | -4 | -5 | -1 | 2 | -12
COc1ccc(S(=O)(=O)Nc2ccc3c(c2)CC(=O)N([C@@H](C)CO)C[C@@H](C)[C@H](CN(C)Cc2ccc(Cl)c(Cl)c2)O3)cc1 | ? | 0 | 5 | 9 | 32 | -12 | 11 | 21
COc1ccc2[nH]c(C(=O)NCc3ccc4c(c3)OCO4)cc2c1 | . | 11 | -8 | 1 | 5 | -10 | -2 | 2
COc1ccc(-n2c(SCC(=O)Nc3ccc(C)cc3)nc(O)c(Cc3ccccc3)c2=O)cc1 | . | 3 | -1 | -3 | 4 | 9 | -1 | 12
COc1ccc(/C(O)=C/c2nc3ccc(C(=O)NCCc4cccc(C)c4)cc3[nH]c2=O)cc1OC | -117 | . | . | 0 | 1 | -8 | . | 24
COc1ccc(/C=C/c2nnc(NC(=O)COc3ccccc3)s2)cc1 | 4 | 6 | -13 | -13 | -7 | 10 | -1 | 1
COCC(=O)N(C)C[C@@H]1Oc2cc(C#CCN(C)C)ccc2S(=O)(=O)N([C@@H](C)CO)C[C@H]1C | -8 | -1 | -5 | -2 | . | -5 | 0 | -55
C[C@@H]1CCCCCCCCC(=O)OCCN[C@H](C)CCCCCCCCC(=O)OCCN[C@H](C)CCCCCCCCC(=O)OCCN1 | -5 | -9 | . | 17 | . | . | -3 | .
CC(=O)NC(Cc1ccc(C)cc1)C(=O)NC1CCN(S(=O)(=O)c2ccccc2)CC1 (configuration not stated) | 2 | 0 | . | -6 | 4 | -6 | 6 | 14
